# High-throughput results: PubChem, National Center for Advancing Translational Sciences (NCATS)
# Sm TGR block: S. mansoni TGR enzyme inhibition | Q962Y6 | purified TGR, DTNB reduction, TNB absorbance 405 nm | Potency, µM (titrated, usually from 114 µM), inactives show top-dose activity change, negative = inhibition, usual class: inhibitors | 360,000 tested, 3% active | AID 485364; note: potency is the fitted concentration of half-maximal effect; % is set by controls: 0 for no effect and ±100 for the full control effect; nearly all actives have a fitted effect of over 60% in size
#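 TGR 20 nM + NADPH 100 uM (dispensed conc.), cpd preinc 15 min RT; start with NADPH (500 uM addition) then DTNB (15 mM addition). Kinetic TNB absorbance, 405 nm filter. Four-parameter Hill fit across titration.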
# Pf growth 48h: P. falciparum growth inhibition at 48 hours (one generation); P. falciparum luciferase growth in erythrocytes, 48 h; Potency, µM (titrated, usually from 28.7 µM), for inactives: at the top dose activity change, negative = inhibition, most hits filed as inhibitors; 310,000 tested, 5.9% active; AID 504832; note: potency is the fitted concentration of half-maximal effect; % is set by controls: 0 for no effect and ±100 for the full control effect
#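 Luminescence readout; reporter = integrated firefly luciferase in P. falciparum. RBC culture at 2% hematocrit, 0.1% parasitemia final, 37 C/5% CO2; decreased signal taken as growth inhibition.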
# Cycloheximide cs: counter-screen hit for Shiga toxin inhibitors, cycloheximide. cell reporter, cycloheximide protein synthesis inhibition counterscreen. AID 2314. 300,000 tested, 12% active. max response, %; in the data active = max response mostly above about 13%, no sharp cut-off; inactive = mostly below about 14%; note: read at 38.3 µM for the half of the compounds with a filed dose; 0% is about no effect
# Pf growth 96h: inhibits malaria parasite growth, 96 h; P. falciparum luciferase reporter growth, 96 h; Potency, µM (series often up to 28.7 µM), for inactives: at the highest dose activity change, negative = inhibition, actives largely listed as inhibitors; 320,000 tested, 6.9% active; AID 504834; note: potency is the fitted concentration of half-maximal effect; % is set by controls: 0 for no effect and ±100 for the full control effect
#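 Two-generation exposure (96 h) targets delayed-death phenotype. Reporter parasites carrying integrated firefly luciferase, in red cells at 2% hematocrit and 0.05% parasitemia final, kept at 37 C, 5% CO2; luminescence loss indicates inhibition.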
# Shiga toxin inh: blocks Shiga toxin action in Vero cells; Vero cells, Shiga toxin protein synthesis inhibition reporter; inhibition, % at 38.7 µM; 290,000 tested, 9.2% active; in the data active = inhibition mostly above about 28%, no sharp cut-off; inactive = mostly below about 43%; note: 0% is about no effect
# Giardia FBPA inh: blocks Giardia fructose-bisphosphate aldolase activity | 290,000 tested, 0.71% active | purified Giardia FBPA | Potency, µM (titrated, usually from 59.6 µM), for the others: at the highest dose activity, negative = inhibition, hits mostly inhibitors | AID 2451; note: potency is the fitted concentration of half-maximal effect; % is set by controls: 0 for no effect and ±100 for the full control effect; nearly all actives have a fitted effect of over 55% in size
# Target sequence (A8B2U2 whole entry, looked up): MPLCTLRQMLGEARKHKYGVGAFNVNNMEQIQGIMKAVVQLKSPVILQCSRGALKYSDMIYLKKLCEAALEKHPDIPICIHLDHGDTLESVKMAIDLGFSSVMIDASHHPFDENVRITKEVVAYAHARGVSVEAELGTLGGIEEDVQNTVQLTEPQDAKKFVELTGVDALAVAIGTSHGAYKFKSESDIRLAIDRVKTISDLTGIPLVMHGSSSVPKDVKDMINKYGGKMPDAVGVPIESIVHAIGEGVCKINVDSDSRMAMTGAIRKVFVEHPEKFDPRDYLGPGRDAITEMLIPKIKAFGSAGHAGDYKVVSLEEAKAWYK
#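 40 nM FBPA preincubated 10 min at RT with compound (up to 57.5 uM final), then substrate plus GAPDH/TPI/NAD/arsenate coupling and diaphorase/resazurin added. Fluorescence read after 20 min at RT, 525/598 nm.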
# The depositor's hits bear a star; ? = inconclusive; · = no result given; [ ] = another dose, or the depositor's remark. Unless noted, calls come from the whole dose curve; as a rule, active = well fitted curve in the direction sought with a large enough effect; inconclusive = small, poorly fitted or top-dose-only effect, or another doubt; inactive = no such curve, though single readings can be large; an effect the other way counts as inactive or inconclusive.
SMILES,Sm TGR block,Pf growth 48h,Cycloheximide cs,Pf growth 96h,Shiga toxin inh,Giardia FBPA inh
COC(=O)CSC1=C(C#N)C(c2ccc(C)o2)CC(=O)N1 (stereo not drawn),1%[57.1 µM],29%,-2,9%,-17,1%
COc1cccc(C(C#N)N2CCCCC2)c1O (stereo not drawn),-30%,-6%,7,?,-4,?
C=C(C)Cc1c(C)nc(-c2ccccc2)[nH]c1=O,4%,?,18*,·,38*,3%
O=C(Nc1ccc(-c2nc3cc(Cl)ccc3c(=O)o2)cc1)c1ccco1,9%,5%,-1,?,-3,6%
COc1ccc(/C=C2\CCCC3C2=NC(=S)NC3c2ccc(OC)cc2)cc1 (stereo not drawn),-24%,-4%,-2,-1%,0,2%
O=C(Cc1ncc(C(F)(F)F)cc1Cl)N1CCN(c2ccc(F)cc2)CC1,2%,0%,-2,-8%,-2,5%
COc1ccccc1NC(=O)CCSc1nc(C)cs1,-3%,13%,-3,84%[activator],-5,0%
CCn1c(CCNC(=O)c2ccc(Cl)cc2)n[nH]c1=S,-24%,10%,4,·,30,-10%
CN(C(=O)Cn1nnc(-c2cccnc2)n1)C1CCCCC1,8%,30%[activator],2,39%[activator],-5,5%
c1ccc(Nc2nn[nH]n2)cc1,-7%,21%,-3,·,32,-23%
CCc1ccc(C(=O)C(C)OC(=O)c2nc3nc(C)cc(C)n3n2)cc1 (stereo not drawn),-10%,11%,·,1%,·,·
O=c1c2ccccc2ncn1Cc1ccccc1,21%,12%,1,?,-12,3%
CCNC(=S)N1CCc2cc(OC)c(OC)cc2C1COc1ccccc1OC (stereo not drawn),8%,?,0,13%,3,-13%
COc1ccc(NC(=O)c2cc(-c3cc(OC)c(OC)c(OC)c3)nc3ccccc23)cc1OC,-5%,13µM*,8,?,19,-5%
O=C(CSc1nnc(CNC(=O)c2ccccc2F)o1)NCC1CCCO1 (stereo not drawn),2%,17%,4,·,35,0%
CCCCNC(=O)N1CCc2[nH]c3ccccc3c2C1,-26%,13%,-2,-12%,4,-14%
Cc1ccc2oc(C(=O)Nc3nnc(CC(C)C)s3)c(C)c2c1,0%,28%,2,-23%,-30,·
COc1ccccc1/C=N/Nc1cc(N(C)C)nc(N(C)C)n1,-1%,?,7,?,15,?
Cn1nc(C(F)(F)F)cc1C(=O)Nc1ccc(Cl)cc1,7%,?,5,?,8,-2%
Cc1cccc(OCC(=O)O/N=C(\N)Cc2cccs2)c1,6%,-2%,-4,41%[activator],-6,-1%
COc1ccccc1NC(=O)CSCc1cc(=O)n2ccsc2n1,-11%,5%,-4,-10%,4,1%
COc1ccc(CC(=O)NCC(c2ccc(OC)cc2)N(C)C)cc1 (stereo not drawn),-26%,?,5,-29%,-4,6%
O=C1CC(C(=O)NCc2ccccc2)C2(CCCC2)O1 (stereo not drawn),4%,21%,7,2%,26,18%
COCCNC(=O)/C(C#N)=C/c1ccc(-c2ccc(S(=O)(=O)N3CCOCC3)cc2)o1,-18%,-25%,-4,-22%,-13,-2%
NNc1nc2ccccc2nc1C(F)(F)F,0%,-8%,-2,-11%,-6,-14%
Cc1ccc(CSc2nnc(NC(=O)C3=COCCO3)s2)cc1,-15%,69%[activator],·,32%[activator],·,·
CN(C)C(=O)C12CCC(C)(c3nc4ccccc4nc31)C2(C)C (stereo not drawn),-5%,-26%,4,2.6µM*,-7,-2%
O=C(OCc1nnc(-c2ccccc2)o1)c1cc(=O)c2ccccc2o1,-2%,-8%,26*,86%[activator],36,7%
Cc1ccc2[nH]c(O)c(N=NC(N)=S)c2c1,13%,?,-1,?,18,2%
O=C(NC1CCCCC1)C1CCCN1S(=O)(=O)c1ccc(F)cc1 (stereo not drawn),0%,-6%,-1,30%,5,6%
CN1CCN(C(=O)CN2C(=O)NC(C)(c3ccc4ccccc4c3)C2=O)CC1 (stereo not drawn),-1%,9%,·,?,·,·
O=C(NCCc1cccs1)C1CC(c2c(Cl)cccc2Cl)=NO1 (stereo not drawn),1%,45%[activator],40*,?,46,-1%
COc1cccc(C2/C(=C(\O)c3ccc4c(c3)OCO4)C(=O)C(=O)N2CCN(C)C)c1OC (stereo not drawn),-35%,9%,8,·,5,26%
Nc1nc(CCl)nc(Nc2ccc3ccccc3c2)n1,16µM*,?,74*,13µM*,90*,-24%
CCc1ccc(-c2nc(CSCC(=O)NCCCN3CCCC3=O)c(C)o2)cc1,-2%,1%,11,?,19,1%
C=CCn1c(C)c(C(C)=O)c(N2CCCC2)nc1=S,8%,14%,-4,-2%,-10,-14%

# The last two compounds of the part above come first, to join the parts:
SMILES,Sm TGR block,Pf growth 48h,Cycloheximide cs,Pf growth 96h,Shiga toxin inh,Giardia FBPA inh
CCc1ccc(-c2nc(CSCC(=O)NCCCN3CCCC3=O)c(C)o2)cc1,-2%,1%,11,?,19,1%
C=CCn1c(C)c(C(C)=O)c(N2CCCC2)nc1=S,8%,14%,-4,-2%,-10,-14%
FC(F)(F)C1=CC(c2ccccc2)=NCCN1,7%,?,2,?,-11,9%
O=C(NC1CCCC1)C(c1ccccc1)N(Cc1ccc(F)cc1)C(=O)c1csnn1 (stereo not drawn),-5%,?,5,7%,-10,·
Cc1ccc(S(=O)(=O)N2CCC(C(=O)Nc3nnc(COc4ccccc4)s3)CC2)cc1,3%,-5%,-1,·,16,5%
CCN(CC)C1CCN(C(=O)CCn2nnnc2CN2CCOCC2)C1 (stereo not drawn),-5%,5%,-2,13%,8,-4%
O=S(=O)(NCc1ccco1)c1ccc(S(=O)(=O)N2CCCCC2)cc1,-20%,15%,11,-16%,11,0%
O=C(NC(Cc1ccccc1)C(=O)O)/C(=C\c1ccc(Cl)cc1)NC(=O)c1ccccc1 (stereo not drawn),·,2%,-3,0%,21,10%
COc1ccc(C(C)=O)cc1CSc1ccccn1,?,?,1,68%[activator],15,3%
CC(C)(C)C(=O)NC1CCN(CC(=O)Nc2ccc3c(c2)OCO3)CC1,0%,-8%,-1,-15%,-1,-1%
CCO[C@@H]1OC(C(=O)O)=C[C@H](c2ccc3c(c2)OCO3)[C@H]1CCCO,-12%,30%[activator],-2,42%[activator],8,9%
CCNC(=O)N1CCCC(C(=O)c2ccc(-c3ccccc3)cc2)C1 (stereo not drawn),-3%,-11%,35*,10µM*,36*,-7%
Cc1cc(NC(=O)c2ccc(S(=O)(=O)N3CCCC3)cc2)nc2c1c(=O)oc1ccccc12,-11%,?,5,?,17,-4%
CCN(CC)S(=O)(=O)c1ccc(/C=C/C(=O)Nc2ccccc2N2CCOCC2)cc1,4%,?,-3,?,-10,5%
CCNc1nc2c(c(=O)n(Cc3ccccc3)c(=O)n2C)n1Cc1ccccc1,0%,10µM*,-5,24%,-7,0%
COc1ccc(CC(=O)OCC(=O)Nc2ccc(F)cc2)cc1,5%,20%,·,21%,·,·
Cc1cccc(N2N=C(C(=O)N3CC(=O)Nc4ccccc43)CCC2=O)c1,?,-4%,-8,?,-6,-9%
O=C(c1ccco1)N(CCC(c1ccccc1)c1ccco1)Cc1ccc(F)cc1 (stereo not drawn),-5%,?,22*,?,20,0%
COc1ccccc1Cn1c(CCCO)nc2ccccc21,-10%,-17%,4,·,-6,0%
CC(C)CN(CCNC(=O)CN1C(=O)COc2ccc(S(=O)(=O)N3CCOCC3)cc21)CC(C)C,5%,11%,-2,62%[activator],-4,·
O=C(NCc1ccc(F)cc1)c1cc2sccc2n1Cc1ccc(F)cc1,2%,?,-1,10µM*,2,-4%
Cc1cccc2sc(NC(=O)C3CCCO3)nc12 (stereo not drawn),-16%,145%[activator],32*,?,111*,-1%
COc1ccccc1C(=O)NC1CCCc2ccccc21 (stereo not drawn),7%,-18%,-1,?,-11,13%
CCOC(=O)c1ccc(NC(=O)NCc2cccnc2)cc1,6%,1%,13,?,15,2%
CCCCCCNS(=O)(=O)c1nc2nc(C)cc(C)n2n1,3%,19%,-1,-15%,14,19%
COc1cc2c(cc1OC)CN(C(=O)c1ccc(OC)c([N+](=O)[O-])c1)CC2,1%,?,1,-16%,-5,1%
CC(=O)c1ccc(N2CCN(C(=O)c3ccc4c(Cl)c5c(nc4c3)CCCC5)CC2)cc1,-3%,?,-3,?,4,1%
Cc1ccc(S(=O)(=O)N(C)C)cc1NC(=O)CSc1nnnn1-c1ccc(O)cc1,13%,-12%,-1,0%,-9,11%
CC(=O)N1CC(C)Sc2ccc(S(=O)(=O)NCCc3ccc(C)cc3)cc21 (stereo not drawn),-11%,0%,9,?,3,·
OC(CNC1CCCC1)COc1ccc(-c2ccccc2)cc1 (stereo not drawn),4%,?,-2,5%,-5,1%
CCCOc1ccc(Br)cc1/C=N/O,4%,33%[activator],-2,57%[activator],39,4%
O=C(Nc1ccc(S(=O)(=O)N2CCCC2)cc1)c1cc(=O)c2ccccc2o1,-1%,29%,-1,?,-7,3%
COc1ccc(NC(=O)c2ccc([N+](=O)[O-])cc2[N+](=O)[O-])c(OC)c1,11%,9%,2,10%,-17,4%
Oc1ccc(N=Nc2ccccc2)o1,3.2µM*,6%,30*,19%,42*,-2%
COc1ccc(N2CCN(C(CNC(=O)c3ccc4c(c3)OCO4)c3cccnc3)CC2)cc1 (stereo not drawn),-5%,-10%,10,?,10,4%
Cc1c(NS(=O)(=O)c2ccccc2F)c(=O)n(-c2ccccc2)n1C,-1%,3%,-6,13%,3,·
COc1cccc(CNS(=O)(=O)c2ccc3c(c2)N(C(C)=O)CCS3)c1,-4%,-10%,4,17%,-14,·
CCCCCNC(=O)C(C#N)c1nc2ccccc2nc1N1CCCC1 (stereo not drawn),-26%,20%,-2,·,-5,1%

# Brought forward from above: six compounds, then new ones.
SMILES,Sm TGR block,Pf growth 48h,Cycloheximide cs,Pf growth 96h,Shiga toxin inh,Giardia FBPA inh
COc1ccc(NC(=O)c2ccc([N+](=O)[O-])cc2[N+](=O)[O-])c(OC)c1,11%,9%,2,10%,-17,4%
Oc1ccc(N=Nc2ccccc2)o1,3.2µM*,6%,30*,19%,42*,-2%
COc1ccc(N2CCN(C(CNC(=O)c3ccc4c(c3)OCO4)c3cccnc3)CC2)cc1 (stereo not drawn),-5%,-10%,10,?,10,4%
Cc1c(NS(=O)(=O)c2ccccc2F)c(=O)n(-c2ccccc2)n1C,-1%,3%,-6,13%,3,·
COc1cccc(CNS(=O)(=O)c2ccc3c(c2)N(C(C)=O)CCS3)c1,-4%,-10%,4,17%,-14,·
CCCCCNC(=O)C(C#N)c1nc2ccccc2nc1N1CCCC1 (stereo not drawn),-26%,20%,-2,·,-5,1%
Cn1c(=O)c2c(nc(CN3CCN(C(=O)c4ccco4)CC3)n2Cc2ccccc2F)n(C)c1=O,?,·,-8,1.5µM*,-17,0%
O=C(NC1CCCCCC1)C1CCN(S(=O)(=O)c2c(Cl)cccc2Cl)CC1,8%,?,·,-28%,·,·
O=c1cc(COc2ncnc3c(Cl)cc(Cl)cc23)nc2sccn12,6%,0%,10,39%[activator],-9,-2%
Cc1ccc(NC(=O)c2ccc(OC(=O)COc3ccc(Cl)cc3C)cc2)cc1,2%,263%[activator],46*,377%[activator],15,-1%
Cc1cccc(OC(C)C(=O)Nc2nc(-c3ccncc3)cs2)c1 (stereo not drawn),1%,?,·,?,·,·
Cc1ccccc1CNC(=O)CN(c1cccc([N+](=O)[O-])c1)S(C)(=O)=O,·,-3%,1,-37%,-3,0%
COc1ccc(CNC(=O)OCCN2CCN(Cc3ccccc3)CCC2=O)cc1,-14%,-13%,-1,?,-13,-4%
Nn1cnc2scc(-c3cccs3)c2c1=O,2%,7%,-1,16%,-10,2%
